Screening data as filed in PubChem BioAssay.
TCR activator – Activators of T cell receptors: qHTS campaign | 330,000 tested, under 10 active | Potency, µM (titrated, usually from 9.22 µM), without a hit: at the top dose activation of IL-2 secretion, usual class: activators | primary human leukocytes, anti-CD3, IL-2 HTRF, 48 h; further: % of control where 0% means no effect
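Compounds are tested in HTS on primary human leukocytes co-incubated with a-CD3 beads for 48 hr. IL-2 output is measured by time-resolved FRET.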
Chronic BCR inh – qHTS Assay to Find Inhibitors of Chronic Active B-Cell Receptor Signaling | ABC-DLBCL IkBa-CBG/CBR reporter, luminescence ratio, 4 h | Potency, µM (titrated, usually from 46.1 µM), without a hit: at the top dose ratio change, negative = lower green/red ratio, hits mostly inhibitors | 340,000 compounds, 0.05% hits | AID 493014, 2011; active means well fitted inhibition curve with a large enough effect in the signal ratio, with a control signal flat, not every such curve was filed as active; inconclusive means small, poorly fitted or top-dose-only effect, or effect the other way, or a change in a side signal; the % refers to the signal ratio;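 further: potency means the concentration at half of the fitted maximal effect; plate controls were basal doxycycline-induced cells for no effect and cells given 10 µM MG132 for full effect; MG132 reads +100%, hits lower the ratio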
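Concentration-response series (up to 46 uM) were applied to TMD8 dual-reporter cells for 4 h at 37C with doxycycline. Green/red ratio, after filter-overlap correction, defined %Activity; red signal alone was normalised to basal cells and zero luminescence.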
AT treatment – qHTS Assay for Identifying a Potential Treatment of Ataxia-Telangiectasia | […] A-T fibroblasts, KAP-1 phosphorylation AlphaLISA; neocarzinostatin DNA damage 30 min before lysis | Potency, µM (titrated, usually from 57.5 µM), inactives show top-dose activation, most hits filed as activators | 320,000 compounds, 0.19% hits; further: potency means the concentration at half of the fitted maximal effect; % of control where 0% means no effect; nearly all actives have a fitted effect of over 45% in size
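ATM-like activity read as KAP-1 phosphorylation via AlphaLISA donor/acceptor antibody pairs after lysis and 6 hr at 25C. Cells were ATM-null patient fibroblasts ([…], hTERT), dosed 60 min, then exposed to the DSB inducer NCS for 30 min.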
TSHR antagonist – Antagonists of the Thyroid Stimulating Hormone Receptor: HTS campaign | Thyrotropin receptor (Homo sapiens), P16473 | TSHR-expressing cells, TSH-stimulated cAMP HTRF, 2 h; hits give low values | activity change, negative = inhibition, % at 11.5 µM | 330,000 compounds, 0.2% hits | AID 504810, 2011;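 active means activity change below a set negative limit, meaning inhibition stronger than a set level, cut at about -70% in these data; inconclusive means activity change between two set negative limits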; further: on the % scale 0 is the no-effect control and ±100 the full control effect
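Competitive HTRF cAMP read-out (cryptate anti-cAMP antibody, cAMP-d2; 30 min, room temperature) in freshly harvested TSHR cells. Compounds added before TSH at EC80 (4nM final), followed by 2 hours' incubation at 37 deg C.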
Mito fusion yeast – qHTS Assay for Small Molecule Inhibitors of Mitochondrial Division or Activators of Mitochondrial Fusion; S. cerevisiae fusion-defective mutant growth rescue, CellTiterGlo 48 h; Potency, µM (doses to about 46.1 µM), inactives show at the highest dose growth rescue (activation), usual class: activators; 320,000 compounds, 0.23% hits;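 further: potency means the concentration at half of the fitted maximal effect; % of control where 0% means no effect; nearly all actives have a fitted effect of over 45% in size; temperature-sensitive fusion mutants such as fzo1-1 at 37 °C on non-fermentable ethanol glycerol medium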
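Yeast fusion mutant, YPEG (non-fermentable carbon), compound, 48 h at 37C non-permissive; CellTiterGlo added, 10 min RT, luminescence read. Rescued growth = division inhibition.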
Tb PFK block – qHTS Assay to Find Inhibitors of T. brucei phosphofructokinase; T. brucei PFK, ADP-Glo luminescence; Potency, µM (titrated, usually from 57.5 µM), for inactives: top-dose activity, negative = inhibition, actives largely listed as inhibitors; 330,000 compounds, 0.17% hits; AID 485367, 2010;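 further: potency means the concentration at half of the fitted maximal effect; 0% = uninhibited 1x PFK enzyme wells and -100% = no-enzyme wells; nearly all actives have a fitted effect of over 60% in size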
Target sequence (O15648 whole entry, looked up): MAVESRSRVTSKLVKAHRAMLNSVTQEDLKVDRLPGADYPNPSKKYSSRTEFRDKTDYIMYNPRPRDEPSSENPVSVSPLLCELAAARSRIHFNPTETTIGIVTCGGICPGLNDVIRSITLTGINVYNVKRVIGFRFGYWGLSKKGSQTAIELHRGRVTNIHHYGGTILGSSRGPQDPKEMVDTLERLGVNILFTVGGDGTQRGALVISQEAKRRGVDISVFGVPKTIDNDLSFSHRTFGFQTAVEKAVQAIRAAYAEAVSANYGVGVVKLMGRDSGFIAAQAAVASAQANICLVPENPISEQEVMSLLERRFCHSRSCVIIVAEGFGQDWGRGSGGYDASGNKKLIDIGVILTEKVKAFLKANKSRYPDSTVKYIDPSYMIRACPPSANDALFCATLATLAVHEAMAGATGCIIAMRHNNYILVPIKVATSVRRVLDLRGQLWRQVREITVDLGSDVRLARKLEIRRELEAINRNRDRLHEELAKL
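Luminescent ADP detection (ADP-Glo, two-step: ATP depletion then ADP-to-ATP conversion for luciferase) reported PFK activity after 45 min room-temperature reaction of 1.25 nM enzyme with 0.5 mM F6P and 0.1 mM ATP at pH 8.0.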
Eya2 inh – qHTS Assay for Inhibitors of the Phosphatase Activity of Eya2; recombinant Eya2, OMFP fluorescence dephosphorylation (OMFP is methylfluorescein phosphate); Protein phosphatase EYA2 (Homo sapiens), O00167; AID 488837, 2010; 330,000 compounds, 0.006% hits; Potency, µM (top dose mostly 76.9 µM), for the others: at the highest dose activity, negative = inhibition, most hits filed as inhibitors; further: potency means the concentration at half of the fitted maximal effect; on the % scale 0 is the no-effect control and ±100 the full control effect
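Eya2 protein (added as 0.2 uM solution) was preincubated with compound for 10 min at ambient temperature in 50 mM HEPES pH 7.5, 50 mM NaCl, 5 uM MgCl2, 0.05% BSA, 1 mM DTT. OMFP (added at 50 uM) then reacted 10 min; fluorescence read at 485/525 nm.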
ELG1 repair inh – qHTS screen for small molecules that inhibit ELG1-dependent DNA repair in human embryonic kidney (HEK293T) cells expressing luciferase-tagged ELG1. Potency, µM (titrated, usually from 46.1 µM), without a hit: at the highest dose activity change, negative = inhibition, usual class: inhibitors. HEK293T ELG1-luciferase reporter, luminescence, 16 h; DNA damage induced by 5-fluorouridine. 330,000 compounds, 2.3% hits. AID 504467, 2011; further: potency means the concentration at half of the fitted maximal effect; on the % scale 0 is the no-effect control and ±100 the full control effect; nearly all actives have a fitted effect of over 55% in size
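HEK293T cells expressing luciferase-tagged ELG1 (2,000/well) received 5-Fluorouridine plus compound or DMSO for 16 hr at 37 °C. Luciferase was read by ONE-Glo luminescence after 30 min at room temperature.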
S-ASM inh – Inhibitors of Secretory Acid Sphingomyelinase (S-ASM): qHTS; placental ASM, HMU-PC fluorogenic substrate, 60 min; Sphingomyelin phosphodiesterase (Homo sapiens), P17405; Potency, µM (highest dose often 57.5 µM), for inactives: at the highest dose activity change, negative = inhibition, most hits filed as inhibitors; AID 504937, 2011; 340,000 compounds, 0.006% hits; further: potency means the concentration at half of the fitted maximal effect
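Human placenta-derived ASM enzyme was preincubated with compound for 10 minutes at room temperature, then given fluorogenic substrate HMU-PC0 (9 uM final) for 60 minutes at 37 °C; a pH 10 stop preceded fluorescence reading at Ex 386/Em 447 nm.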
PTAP TSG101 blk – qHTS Assay for Iinhibitors of HIV-1 Budding by Blocking the Interaction of PTAP/TSG101 | Fluorescence polarization, FITC-PTAP peptide / Tsg101 binding | Potency, µM (titrated, usually from 115 µM), for the others: at the top dose activity change, negative = inhibition, most hits filed as inhibitors | 340,000 tested, under 10 active | AID 493005, 2010; active means well fitted inhibition curve with a large enough effect in the main read-out, with a control signal flat, not every such curve was filed as active; inconclusive means small, poorly fitted or top-dose-only effect, or effect the other way, or a change in a side signal; inactive means no such curve, though single readings can be large or run the other way; further: potency means the concentration at half of the fitted maximal effect; % of control where 0% means no effect
Target sequence (Q99816 whole entry, looked up): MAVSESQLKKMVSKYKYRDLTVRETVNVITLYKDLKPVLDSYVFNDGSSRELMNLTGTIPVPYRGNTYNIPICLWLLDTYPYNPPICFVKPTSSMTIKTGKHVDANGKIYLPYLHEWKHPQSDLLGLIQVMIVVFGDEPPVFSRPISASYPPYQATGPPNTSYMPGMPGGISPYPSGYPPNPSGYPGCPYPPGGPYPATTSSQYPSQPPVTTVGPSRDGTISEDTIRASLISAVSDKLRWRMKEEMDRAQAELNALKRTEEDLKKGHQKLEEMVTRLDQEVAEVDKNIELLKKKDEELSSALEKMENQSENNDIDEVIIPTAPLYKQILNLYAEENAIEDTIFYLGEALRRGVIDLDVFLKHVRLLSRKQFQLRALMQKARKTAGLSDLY
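Tsg101 binding domain (10 uM final) was mixed with compound and a FITC-labeled PTAP peptide (50 nM final) in HEPES pH 7.5 buffer with NaCl, Tween 20, EDTA and TCEP; fluorescence polarization was read after 20 min at r.t.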
a7 integrin act – qHTS for Activators of Integrin-Mediated Alleviation for Muscular Dystrophy. alpha7betagal myoblasts, beta-gal FDG fluorescence, 48 h. Potency, µM (series often up to 38.3 µM), inactives show at the highest dose activation, hits mostly activators. AID 624291, 2012. 350,000 compounds, 0.064% hits;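 further: potency means the concentration at half of the fitted maximal effect; 100% = response of the positive control SU9516; nearly all actives have a fitted effect of over 60% in size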
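Alpha7betagal+/- myoblasts (passage 13) were plated 16-24 hr, then exposed to compounds (1:260 dilution of DMSO stock) for 48 hours at 37C. After MPER lysis, β-galactosidase reporter activity was read as FDG fluorescence (ex 480/em 540) after 30 minutes.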
* = called active by the depositor; ? = inconclusive; . = not tested or not shown; [ ] = another dose, or the depositor's remark. Unless noted, the call rests on the fitted dose curve; in most records, active means well fitted curve in the direction sought with a large enough effect; inconclusive means small, poorly fitted or top-dose-only effect, or another doubt; inactive means no such curve, though single readings can be large; an effect the other way counts as inactive or inconclusive. Rows were taken by chance. About 3.2% of those tested had a hit in this group.

SMILES	TCR activator	Chronic BCR inh	AT treatment	TSHR antagonist	Mito fusion yeast	Tb PFK block	Eya2 inh	ELG1 repair inh	S-ASM inh	PTAP TSG101 blk	a7 integrin act
COc1ccc([N+](=O)[O-])cc1N(CC(O)CN1CCCC1)S(=O)(=O)c1ccc(C)cc1 (stereo not given)	1%	7%	9%	-2	-4%	0%	9%	-6%	0%	-6%	0%
Cc1c(C(=O)c2cccc([N+](=O)[O-])c2)c2ccccn2c1CCC#N	-6%[46.1 µM]	-14%	-6%	-12	?	1%	4%	9%	-5%	-2%	-15%
Cc1ccccc1NS(=O)(=O)c1ccc(C(=O)NNC(=O)c2ccccc2O)cc1	2%	?	-14%	-8	4%	0%	5%	-25%	.	-2%	0%
CCc1cccc(OCCOC(=O)CNS(=O)(=O)c2ccc(NC(C)=O)cc2)c1	-7%	6%	7%	2	1%	0%	-29%	8%	-3%	-4%	10%
CCCCNC(=O)OC1CCS(=O)(=O)C1 (stereo not given)	-1%	-2%	-3%	-4	0%	0%	-2%	-1%	0%	-6%	-5%
CN(C)CCn1nnc2c(=O)oc3ccccc3c21	-5%	7%	0%	-11	-5%	4%	-5%	4%	0%	-6%	-1%
N#Cc1c(-c2cccc(F)c2)cc(-c2ccccc2)nc1Br	-9%	-1%	9%	47	4%	0%	11%	0%	24%	-4%	8%
COc1ccc(N2CC(NC(=O)NCC(C)C)CC2=O)cc1 (stereo not given)	-2%[46.1 µM]	3%	-4%	3	-5%	-9%	-3%	-6%	9%	-1%	3%
COc1ccc(Cl)cc1NC(=S)NCCC(c1ccccc1)c1ccccc1	1%[46.1 µM]	?	-1%	-12	23%	-1%	-1%	-23%	-4%	0%	-43%
Cn1c(=O)cc(SCC(=O)NCCC2=CCCCC2)c2cc(Cl)ccc21	-2%[46.1 µM]	1%	4%	14	19%	0%	-2%	?	-1%	-1%	0%
Cc1ccc(N(CC(=O)NCc2ccco2)C(=O)CCC(=O)Nc2nccs2)cc1C	-5%	0%	2%	0	4%	6%	-16%	-23%	1%	-6%	-32%
Cc1ccc(-n2ncc3c2CC(C)(C)CC3NC(=O)CCn2cncn2)cc1 (stereo not given)	-3%	9%	10%	-15	4%	3%	-9%	-17%	-3%	0%	-4%
O=c1[nH][nH]c2cc(=O)n(-c3cccc(C(F)(F)F)c3)nc12	-4%	13%	-2%	-1	10%	3%	6%	5%	-1%	1%	0%
CCOc1ccc(S(=O)(=O)N2CCC(C(=O)OCc3ccc(OC)cc3)CC2)cc1	2%	3%	5%	-4	15%	9%	-12%	-5%	-3%	-1%	-17%
O=C1CCC(C(=O)N2CCOCC2)CN1Cc1cccc(C(F)(F)F)c1 (stereo not given)	7%	-3%	-2%	-5	-3%	-7%	6%	2%	5%	-2%	?
O=C(CCn1c(=O)oc2ccccc21)N(Cc1ccccc1)c1ccccc1	1%	-1%	4%	-10	19%	-1%	-15%	?	-1%	0%	13%
COc1ccc(/C(=N\Nc2ccccc2C(=O)O)c2ccccc2)cc1	1%	?	3%	-16	1%	-1%	-6%	?	-7%	-1%	?
CC(=O)Nc1ccc(N=Cc2nc(-c3ccc(C)cc3)oc2O)cc1	2%	14%	-16%	-3	-1%	?	-16%	?	36%[activator]	-8%	12%
CCOc1ccccc1-n1c(SCC(N)=O)nnc1-c1cccnc1	-3%	-8%	0%	-6	-1%	-7%	13%	6%	4%	3%	-6%
CCCCNC(=O)c1onc(CSc2ccc(F)c(F)c2)c1C(=O)O	2%	?	1%	-2	2%	-5%	28%	-8%	12%	-6%	-6%
CC(C)(C)NC(=O)C(=O)N/N=C/c1ccc(Br)cc1	-5%	-1%	-6%	7	-2%	-2%	-1%	?	1%	-2%	7%
COc1ccc(Br)c(C(=O)Nc2nc3ccccc3[nH]2)c1	8%	?	-4%	35	-8%	-3%	2%	?	5%	-8%	-21%
CCOC(=O)c1sc(NC(=O)c2ccc(S(=O)(=O)N(C)C)cc2)nc1C	0%	?	3%	12	-1%	-5%	1%	-28%	5%	-6%	6%
O=C(NC1CCCCC1)C1CCC(CNS(=O)(=O)c2ccccc2)CC1 (stereo not given)	1%	0%	3%	-1	8%	-3%	8%	-2%	3%	-2%	-5%
Cn1nc(-c2ccccc2)c(-c2nc(-c3cccc(Cl)c3)no2)c1Cl	3%	22%	3%	4	3%	2%	9%	2%	-3%	1%	-10%
COc1ccc(NC(=O)c2ccccc2NC(=O)C2CC=CCC2C(=O)O)cc1 (stereo not given)	5%	-7%	1%	-17	2%	3%	-5%	?	8%	-3%	?
Cn1c2ccccc2c2cc(/C=N/NC(=O)c3ccc(O)cc3O)ccc21	-3%	?	-1%	-10	0%	3%	5%	?	-5%	1%	1%
Cc1cc(/C=C2\SC(=S)N(Cc3ccco3)C2=O)c(C)n1-c1cccnc1	6%	-3%	-7%	-9	-5%	-2%	2%	?	0%	?	-21%
COC(=O)CSc1nsc(SCC(=O)OC)n1	1%	7%	4%	-19	-1%	5%	7%	8%	3%	1%	-2%
CCOc1ncccc1C(=O)Nc1ncc(C)s1	2%	?	0%	-4	6%	0%	12%	10%	-2%	-2%	-31%
CCOc1ccc(-n2c(=O)cc(N3CCN(c4ccccc4)CC3)[nH]c2=O)cc1	8%	-2%	-2%	1	1%	13%	1%	7%	-3%	-4%	-18%
Cc1ccc(NC(=O)CSCC#N)cc1Cl	-5%[46.1 µM]	-1%	9%	8	0%	4%	-2%	11%	-1%	-3%	5%
Cc1ccc(C)c(N(C(=O)CCC(=O)Nc2cc(C)on2)C(C(=O)NC2CCCC2)c2ccco2)c1 (stereo not given)	-1%	-1%	-9%	-7	3%	2%	-5%	-21%	0%	-1%	8%
O=C(NCCCCc1ccccc1)C1CC(c2ccc(C(F)(F)F)cc2)=NO1 (stereo not given)	-4%	-7%	29%	-7	-27%	-7%	-5%	-2%	-2%	-7%	-11%
NCCNc1cc(N2CCCC2)ccc1[N+](=O)[O-]	9%	9%	-1%	-1	-1%	0%	-3%	-17%	?	-1%	20%
CCOC(=O)N1CCC(NS(=O)(=O)c2ccccc2)CC1	-3%	1%	8%	-1	2%	2%	-5%	-5%	1%	-1%	?
CCCOc1nc2c(c(=O)n(C)c(=O)n2C)n1CC	.	-2%	-3%	2	2%	-6%	13%	-17%	.	.	.
Cc1c(Cc2ccccc2)c(=O)oc2c(C)c(OCC(=O)NCC3CCC(C(=O)O)CC3)ccc12 (stereo not given)	10%	13%	2%	-16	-1%	0%	0%	-16%	-18%	-7%	-15%
CN(c1ccccc1)S(=O)(=O)c1ccc(Cl)c(C(=O)Nc2ccncc2)c1	-5%	-1%	6%	-5	8%	1%	-16%	?	0%	-1%	-48%[inhibitor]
